D3 ag = agonists of human D3 dopamine receptor | D3R DiscoveRx beta-arrestin cells, luminescence, 90 min | max activation, % | hit rate 0.58% among 410,000 | AID 652048; in the data active = max activation above about 30%; note: 0% is about no effect; mostly tested at two doses, the higher about 12 µM
Target sequence (P35462 whole entry, looked up): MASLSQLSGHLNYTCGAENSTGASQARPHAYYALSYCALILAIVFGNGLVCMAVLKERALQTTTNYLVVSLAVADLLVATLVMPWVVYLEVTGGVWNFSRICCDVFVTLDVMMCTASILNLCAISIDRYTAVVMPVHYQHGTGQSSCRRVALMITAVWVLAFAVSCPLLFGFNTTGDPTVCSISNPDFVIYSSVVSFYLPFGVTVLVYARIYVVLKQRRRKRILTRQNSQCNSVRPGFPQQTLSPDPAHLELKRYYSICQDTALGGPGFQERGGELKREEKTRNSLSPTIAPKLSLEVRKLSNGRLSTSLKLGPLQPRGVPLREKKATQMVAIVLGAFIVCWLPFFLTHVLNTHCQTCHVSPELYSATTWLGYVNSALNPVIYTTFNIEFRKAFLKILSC
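Agonist mode: compounds and dopamine controls were applied to plated cells for 90 min at 37 degrees C after an overnight attachment at 1500 cells/well. Luminescent read-out followed 30 - 60 minutes at room temperature with DiscoveRx detection reagent.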
HT1080 IDH1KD tx = HT-1080 IDH1 knockdown cell toxicity (counter line); HT-1080 IDH1 knockdown viability, ATP luminescence, 48 h; Potency, µM (titrated, usually from 46.1 µM), inactives show at the highest dose activity, negative = toxicity, hits mostly cytotoxic; hit rate 2% among 360,000;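 note: potency is the fitted concentration of half-maximal effect; 0% = DMSO wells and -100% = cell-free medium wells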
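CellTiter-Glo luminescence after 48 h compound exposure at 37 degrees C of IDH1-knockdown HT-1080 cells in 5% FBS RPMI. %Activity scaled between DMSO wells and cell-free media wells, with curves fitted and assigned curve classes.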
IL1B secr inh = blocks inflammasome-driven IL-1 beta release; activity change, % at 57.5 µM; THP-1 LPS/ATP IL-1B secretion, AlphaLISA, 16 h; active compounds read low; hit rate 4.7% among 360,000; AID 743279; in the data active = activity change below about -50%; inconclusive = mostly about -30% to -49%; note: % is set by controls: 0 for no effect and ±100 for the full control effect
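Secreted IL-1B measured by AlphaLISA bead assay after 16 h compound exposure of THP-1 cells; compounds (final up to 57.5 uM) added 1 h before LPS (250 ng/mL) and ATP (1.25 mM) stimulation; lower signal means less secretion.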
HEK293 tox = cytotoxic in the GLP-1 receptor inverse agonist counter-screen. Potency, µM (doses to about 38.3 µM), for inactives: at the highest dose activity change, negative = inhibition, actives largely listed as inhibitors. hit rate 0.13% among 410,000. HEK293 cAMP-luciferase reporter cells, luminescence, 24 h;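 note: loss of luciferase light is scored as toxicity; potency is the fitted concentration of half-maximal effect; % is set by controls: 0 for no effect and ±100 for the full control effect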
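Seeding density was 200 cells/uL; after overnight-length (12 h) culture, 23 nL compounds went on for 24 h at 37 °C. Readout used a luciferase detection reagent, luminescence taken after 12 min at room temperature.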
SW480 rereplic = induces DNA re-replication in SW480 colon adenocarcinoma cells; SW480 DNA re-replication, Hoechst DNA content imaging, 48 h; hit rate 1.8% among 340,000; Potency, µM (series often up to 46.1 µM), for the others: top-dose re-replication activation, actives largely listed as activators; note: potency is the fitted concentration of half-maximal effect; % of control where 0% means no effect; nearly all actives have a fitted effect of over 55% in size
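Hoechst fluorescence of nuclei (405 nm excitation, 500-530 nm emission) measured by plate-scanning imager after 48 hr compound exposure at 37 C; re-replication scored as increased number of nuclei with elevated intensity.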
MCF10A rereplic = induces DNA re-replication in MCF 10a normal breast cells; MCF 10A DNA re-replication, Hoechst nuclear intensity, 48 h; Potency, µM (series often up to 46.1 µM), for the others: top-dose activity, positive = re-replication, hits mostly activators; hit rate 2.9% among 350,000; note: potency is the fitted concentration of half-maximal effect; % of control where 0% means no effect; nearly all actives have a fitted effect of over 50% in size
KB-V1 MDR tox = KB-V1 MDR subline cytotoxicity | KB-V1 MDR cells viability, CellTiter-Glo, 72 h | hit rate 3.4% among 400,000 | Potency, µM (titrated, usually from 46.1 µM), inactives show at the highest dose activity change, negative = cytotoxicity, actives largely listed as cytotoxic; note: potency is the fitted concentration of half-maximal effect; % is set by controls: 0 for no effect and ±100 for the full control effect; nearly all actives have a fitted effect of over 60% in size
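Readout: CellTiter-Glo luminescence, 10 min after addition. Cells: KB-V1 MDR subline, 72 h at 37 degrees C with compound. Analysis: corrected, normalized data fitted to concentration-effect curves.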
KB-3-1 tox = KB-3-1 parental cell cytotoxicity; AID 1347075; Potency, µM (highest dose often 46.1 µM), for inactives: at the highest dose activity change, negative = cytotoxic, hits mostly cytotoxic; KB-3-1 viability, CellTiter-Glo ATP luminescence, 72 h; hit rate 1.4% among 400,000; note: potency is the fitted concentration of half-maximal effect; % is set by controls: 0 for no effect and ±100 for the full control effect; nearly all actives have a fitted effect of over 60% in size
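Parental KB-3-1 viability, qHTS format: 72 h compound exposure, 37 °C; CellTiter-Glo; media-only wells and DMSO plates as controls; concentration-effect fits on corrected data.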
HT1080NT lethal = kills 2HG-producing HT-1080-NT fibrosarcoma cells; HT-1080-NT fibrosarcoma viability, CellTiter-Glo ATP luminescence, 48 h; Potency, µM (titrated, usually from 46.1 µM), inactives show at the highest dose activity, negative = less viability, hits mostly cytotoxic; hit rate 1.6% among 360,000; AID 686970;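 note: NT is the 2HG producing partner of a matched IDH1 knockdown line; potency is the fitted concentration of half-maximal effect; 0% = DMSO-treated cells and -100% = media-only wells without cells; nearly all actives have a fitted effect of over 55% in size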
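Viability by CellTiter-Glo luminescence after 48 h compound exposure at 37C of HT-1080-NT cells (750/well, RPMI, 5% FBS). % activity scaled between DMSO wells and medium-only wells, then curve-fitted and categorized by curve class.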
Numbers without * were called inactive; ? = inconclusive; . = not tested or not shown; [ ] = another dose, or the depositor's remark. Unless noted, calls come from the whole dose curve; as a rule, active = well fitted curve in the direction sought with a large enough effect; inconclusive = small, poorly fitted or top-dose-only effect, or another doubt; inactive = no such curve, though single readings can be large; an effect the other way counts as inactive or inconclusive. This is a random part of the collection. Share with any hit: about 11%.

SMILES	D3 ag	HT1080 IDH1KD tx	IL1B secr inh	HEK293 tox	SW480 rereplic	MCF10A rereplic	KB-V1 MDR tox	KB-3-1 tox	HT1080NT lethal
CCCCn1c(N)c(N(CC(C)C)C(=O)C2CC(=O)N(Cc3ccccc3)C2)c(=O)[nH]c1=O (stereo not given)	3	-6%	5	18%	1%	0%	?	-1%	5%
Cc1cc(=O)[nH]c(SCC(=O)Nc2cccc3ccccc23)c1C#N	-21	?	79	-14%	-23%	19%	-3%	-4%	?
CCOC(=O)C(=Cc1ccc(N(C)C)cc1)C(=O)c1ccccc1	-3	?	-75*	4%	.	.	2%	0%	?
Cc1nonc1NC(=O)CSc1nc2ccccc2cc1C#N	-9	-7%	-9	-14%	1%	5%	-23%	0%	2%
COc1ccc(C=O)cc1OC(=O)C1(C)Cc2ccccc2C(=O)O1 (stereo not given)	17	8%	3	-51%	-6%	-5%	3%	10%	?
COC(=O)C(C)n1cnc2c(nnn2Cc2ccc(Cl)cc2)c1=O (stereo not given)	4	18%	0	8%	-9%	-5%	?	14%	3%
O=C(CSc1nnc2n1CCCN2)c1ccc([N+](=O)[O-])cc1	2	9%	18	-12%	-2%	-1%	3%	?	-3%
Cc1ccc(S(=O)(=O)Nc2c(C(=O)O)[nH]c3ccccc23)c(C)c1	3	6%	49	1%	-6%	0%	?	-1%	-1%
O=C(CCC1N=C2c3ccccc3N=C(SCc3ccccc3F)N2C1=O)NCc1ccc(F)cc1 (stereo not given)	-15	.	.	30%[activator]	.	.	8%	1%	.
Cn1cc(Cl)c(-c2n[nH]c(=S)n2-c2ccc(F)cc2)n1	-1	3%	-5	-1%	-4%	2%	-10%	5%	-2%
CC(Oc1ccccc1)C(=O)Nc1nc(-c2ccccn2)cs1 (stereo not given)	9	?	-103*	?	-437%[inhibitor]	?	-25%	?	-29%
CCOC(=O)NC(=O)/C(C#N)=N/Nc1c(F)cccc1F	5	10%	15	2%	-1%	1%	?	10%	9%

In the list so far, 3 have fluorine:
SMILES	D3 ag	HT1080 IDH1KD tx	IL1B secr inh	HEK293 tox	SW480 rereplic	MCF10A rereplic	KB-V1 MDR tox	KB-3-1 tox	HT1080NT lethal
O=C(CCC1N=C2c3ccccc3N=C(SCc3ccccc3F)N2C1=O)NCc1ccc(F)cc1 (stereo not given)	-15	.	.	30%[activator]	.	.	8%	1%	.
Cn1cc(Cl)c(-c2n[nH]c(=S)n2-c2ccc(F)cc2)n1	-1	3%	-5	-1%	-4%	2%	-10%	5%	-2%
CCOC(=O)NC(=O)/C(C#N)=N/Nc1c(F)cccc1F	5	10%	15	2%	-1%	1%	?	10%	9%

Back to the main list with the four entries that preceded the break.
SMILES	D3 ag	HT1080 IDH1KD tx	IL1B secr inh	HEK293 tox	SW480 rereplic	MCF10A rereplic	KB-V1 MDR tox	KB-3-1 tox	HT1080NT lethal
O=C(CCC1N=C2c3ccccc3N=C(SCc3ccccc3F)N2C1=O)NCc1ccc(F)cc1 (stereo not given)	-15	.	.	30%[activator]	.	.	8%	1%	.
Cn1cc(Cl)c(-c2n[nH]c(=S)n2-c2ccc(F)cc2)n1	-1	3%	-5	-1%	-4%	2%	-10%	5%	-2%
CC(Oc1ccccc1)C(=O)Nc1nc(-c2ccccn2)cs1 (stereo not given)	9	?	-103*	?	-437%[inhibitor]	?	-25%	?	-29%
CCOC(=O)NC(=O)/C(C#N)=N/Nc1c(F)cccc1F	5	10%	15	2%	-1%	1%	?	10%	9%
Cc1ccc(S(=O)(=O)N2[C@@H](c3ccc(C(C)(C)C)cc3)C(C(=O)O)=CC[C@H]2c2ccc(Cl)cc2)cc1	10	?	-11	-25%	-7%	?	0%	0%	?
O=C(NC1CCN(Cc2ccc3ccccc3c2)CC1)c1ccccc1	-19	6%	-16	-9%	-1%	4%	?	-16%	-4%
OCCN1CCN(c2cc(C(F)(F)F)nc3c(F)cccc23)CC1	-3	-2%	?	0%	-3%	1%	?	0%	-2%
COCC(C)n1c(SCC(=O)NC(=O)Nc2ccc3c(c2)OCCO3)nc2ccccc2c1=O (stereo not given)	-7	16%[9.24 µM]	-25	4%	0%	11%	0%	6%	-19%
COc1ccc(CCNC(=O)c2cc(-c3cc(C)cc(C)c3O)n[nH]2)cc1OC	3	?	-24	-26%	27%	?	?	7%	?
CN(C)c1ccc(C(=O)NNC(=O)c2ccc(Cl)cc2)cc1	16	30%	.	0%	-48%[inhibitor]	-2%	-10%	8%	23%
Cc1cc(C(=O)Cn2nnc3ccccc3c2=O)c(C)n1Cc1cccs1	1	-29%	-11	-20%	0%	?	-59%	?	-12%
Fc1cccc(Cl)c1Cn1nnc2c(NCc3ccncc3)ncnc21	8	?	18	-8%	-6%	?	-10%	?	?
O=C(CSc1nc2ccc([N+](=O)[O-])cc2s1)NC1CCS(=O)(=O)C1 (stereo not given)	1	?	-7	2%	-3%	6%	-5%	?	2%
CCNC(=O)COC(=O)/C=C/c1cccc(F)c1	-11	23%	-9	-11%	-7%	-2%	?	0%	12%
CC(C)c1nc(SCC(=O)Nc2ccc(C(=O)O)cc2)c2c3c(sc2n1)CCCC3	-10	11%	40	-3%	-1%	16%	-9%	-1%	16%
COc1cccc(NC(=O)Nc2ccc3nsnc3c2)c1	-6	3%	-56*	?	-1%	6%	?	1%	3%
O=C(COC(=O)CCC(=O)c1ccc(F)cc1)NCc1ccco1	-4	15%	31	-11%	-15%	?	-3%	-8%	2%
COc1ccc(CCNCc2c(OC)ccc3ccccc23)cc1OC	-6	?	?	-26%	9%	?	4%	2%	?
Cc1occc1C(=O)NCc1ccc(C(=O)O)o1	16	26%	7	-22%	-1%	-2%	5%	11%	?
COc1cc(Cl)ccc1NC(=O)COc1ccccc1C(=O)N1CCN(c2ccc(O)cc2)CC1	7	-21%	-9	1%	19%	-4%	?	-10%	-21%
CCc1nc2sc3c(c2c(=S)[nH]1)CC(C)(C)OC3	4	-8%	28	-6%	-8%	7%	5%	9%	-9%
Cc1cc2cc(OCc3ccccc3)ccc2n1C	-5	8%	-2	4%	-4%	-1%	3%	6%	3%
O=c1oc2cc(OCc3ccc(C(F)(F)F)cc3)ccc2cc1-c1ccccn1	0	22%	-4	-4%	?	12%	1%	0%	29%
O=C(c1cccn1-c1nnc(N2CCCC2)s1)N1CCN(c2ccc(Cl)cc2)CC1	-5	.	.	4%	.	.	-6%	-4%	.
Cc1nc2ccn(Cc3cccnc3)c(=O)c2cc1C(=O)Nc1ccc(F)cc1F	7	.	.	0%	.	.	-3%	1%	.
COc1ccc2cc(CCNS(=O)(=O)c3c(C)cc(C)cc3C)c(=O)[nH]c2c1	1	-8%	12	-15%	-10%	-4%	6%	2%	-1%
CCOC(=O)c1sc(=S)n(-c2ccccc2)c1N(C(C)=O)C(C)=O	4	?	4	-6%	-5%	?	-3%	8%	-24%
O=[N+]([O-])c1cc(/C=N\O)ccc1Oc1ccc(F)cc1	-6	-16%	0	6%	2%	-8%	17%	8%	-10%
O=S(=O)(NC1=NCCC1)c1cccc(NC(=S)Nc2ccc(OC(F)F)cc2)c1	1	13%	-8	-2%	-1%	12%	18%	0%	-1%
COCCn1c(SCC(=O)NC2CCCC2)nc2cccnc21	-1	-2%	9	-7%	-30%[inhibitor]	-14%	-5%	-3%	29%
O=C(CS(=O)(=O)c1cccc2nsnc12)Nc1cc(F)ccc1F	-13	.	.	-4%	.	.	13%	-9%	.
CC1Sc2ccc(S(=O)(=O)N3CCN(c4ccccc4)CC3)cc2NC1=O (stereo not given)	4	-2%	16	0%	-6%	?	?	-21%	-13%
O=C(C1CCN(S(=O)(=O)c2cnc[nH]2)CC1)N1CCN(c2ccc([N+](=O)[O-])cc2)CC1	0	7%	-21	-24%	?	0%	0%	3%	-2%
CC1=C(C(=O)N2CCCCCC2)CC(CC(=O)NCCN2CCOCC2)C(=O)N1Cc1ccc(F)cc1 (stereo not given)	-11	27%	12	4%	.	.	-1%	11%	18%
Oc1ccc(CCC2CCCCN2Cc2nc(C3CC3)no2)cc1 (stereo not given)	-1	-1%	30	5%	-1%	12%	?	-3%	?
COc1ccc(Cc2nnn(CC(=O)O)n2)cc1	0	10%	0	-5%	-4%	-2%	12%	12%	19%
O=C(CN1CCN(C2CCCCC2)CC1)NCCC1=CCCCC1	-8	7%	2	-13%	-3%	1%	-24%	-3%	0%
Cc1ccc(CN(C)C[C@@H]2OCc3cnnn3CCCC(=O)N([C@H](C)CO)C[C@H]2C)cc1	0	-4%	-6	0%	.	.	2%	21%	6%
C[C@@H](NC(=O)[C@@H]1CCCN1C(=O)[C@@H]1CCCN1C(=O)c1cccs1)c1ccccc1	1	-11%	0	-6%	.	.	13%	11%	7%
CC1=NN(C(=O)c2ccc(Cn3cc([N+](=O)[O-])cn3)cc2)C(O)(C(F)(F)F)C1 (stereo not given)	-3	5%	11	-29%	-12%	0%	-18%	-8%	4%
O=[N+]([O-])c1ccccc1SNc1ccccn1	-8	10%	6	-14%	14%	-5%	3%	3%	5%
CCOC(=O)c1[nH]c2ccccc2c1NC(=O)c1ccco1	-4	2%	22	6%	-4%	11%	-5%	18%	2%

Screening data deposited in PubChem by National Center for Advancing Translational Sciences (NCATS).
